NPR1 activator: GC-A (human) enzyme activation. AID 1671463. 370,000 tested, 0.14% active. HEK293 GC-A cells, cGMP TR-FRET, EC30 ANP; 0% at EC30 ANP, 100% saturating ANP. P16066. activation, % at 10 µM; in the data active = activation above about 40%
Target sequence (P16066 whole entry, looked up): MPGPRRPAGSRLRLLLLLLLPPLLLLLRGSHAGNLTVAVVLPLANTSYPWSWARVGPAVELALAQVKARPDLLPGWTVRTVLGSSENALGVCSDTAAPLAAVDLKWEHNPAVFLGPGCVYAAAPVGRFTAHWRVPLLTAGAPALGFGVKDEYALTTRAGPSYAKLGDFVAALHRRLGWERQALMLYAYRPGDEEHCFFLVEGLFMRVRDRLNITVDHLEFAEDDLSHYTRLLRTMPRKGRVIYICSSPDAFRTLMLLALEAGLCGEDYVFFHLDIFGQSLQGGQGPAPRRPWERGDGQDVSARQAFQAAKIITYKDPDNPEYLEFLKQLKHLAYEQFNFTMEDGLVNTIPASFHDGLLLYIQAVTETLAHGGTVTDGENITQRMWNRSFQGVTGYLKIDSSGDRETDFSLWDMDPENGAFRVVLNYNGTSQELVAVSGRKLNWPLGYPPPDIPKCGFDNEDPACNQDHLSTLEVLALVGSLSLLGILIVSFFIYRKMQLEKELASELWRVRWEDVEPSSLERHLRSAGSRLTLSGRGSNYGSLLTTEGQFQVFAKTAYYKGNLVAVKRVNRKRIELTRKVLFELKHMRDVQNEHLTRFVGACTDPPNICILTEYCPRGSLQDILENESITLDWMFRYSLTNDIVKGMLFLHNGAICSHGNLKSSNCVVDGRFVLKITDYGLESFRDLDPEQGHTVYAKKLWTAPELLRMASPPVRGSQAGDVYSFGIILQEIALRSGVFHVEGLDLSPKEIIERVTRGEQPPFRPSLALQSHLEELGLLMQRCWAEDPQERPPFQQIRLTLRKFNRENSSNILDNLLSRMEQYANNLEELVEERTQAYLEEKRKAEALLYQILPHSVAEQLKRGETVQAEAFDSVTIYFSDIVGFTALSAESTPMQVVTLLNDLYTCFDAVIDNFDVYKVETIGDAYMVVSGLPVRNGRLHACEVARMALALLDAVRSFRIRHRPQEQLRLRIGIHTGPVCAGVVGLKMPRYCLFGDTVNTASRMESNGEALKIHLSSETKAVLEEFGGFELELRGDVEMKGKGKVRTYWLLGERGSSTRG
Tn6 DDE FP: disrupts Tn6 cyclic peptide binding to fibrin D-Dimer-E complex | 370,000 tested, 0.21% active | AID 720509 | inhibition, % at 8.3 µM | Fibrin DD(E) TRITC-Tn6 fluorescence polarization displacement | P02675;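 active = inhibition above a per-campaign cutoff: mean of compounds within control limits plus 3 SD, cut at about 15% in these data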;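 also: 0% = median of all compound wells on the plate and 100% = blocking peptide control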
rCAG RNA binder: r(CAG) repeat RNA binding; TO-PRO-1 dye displacement fluorescence; inhibition, % at 3 µM; 370,000 tested, 1.3% active; AID 651821;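 active = inhibition above the plate cutoff, the mean of all test compounds on that plate plus 3 SD, cut at about 35% in these data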;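 also: 0% = DMSO alone and 100% = 100 µM mitoxantrone as full dye displacement; higher means more dye released from RNA so lower well fluorescence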
ADAM10 inh: inhibits human ADAM10; recombinant ADAM10, EDANS/DABCYL FRET peptide cleavage, 3 h; AID 720582; inhibition, % at 7 µM; 370,000 tested, 0.62% active;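 active = inhibition above a per-campaign cutoff equal to the mean of compounds falling between control-based bounds plus 3 SD, cut at about 20% in these data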;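 also: 0% = DMSO wells while the 100% control is not disclosed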
HGIII-sPLA2 inh: Inhibits HGIII-sPLA2 liposome hydrolysis, primary screen. inhibition, % at 12.2 µM. Q9NZ20. QFRET BODIPY PC-A2 liposome hydrolysis, fluorescence. AID 743126. 370,000 tested, 0.56% active;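 active = inhibition above mean plus 3 SD of compounds lying within the high and low control bounds, cut at about 19% in these data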;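 also: 0% = median of test compound wells and 100% = no enzyme DMSO wells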
ARFGAP1 inhibitor: rat ARFGAP1 inhibition; Q62848; Arfgap1-stimulated ARF1 GTP hydrolysis, GDP FP detection; inhibition, % at 16.5 µM; 360,000 tested, 0.26% active; AID 651572;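 active = inhibition above a per-plate limit, mean inhibition of low control wells plus 3 SD, cut at about 25% in these data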;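 also: 0% = DMSO wells with enzyme and 100% = wells lacking Arfgap1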
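Material – truncated rat Arfgap1 GAP domain · Buffer or medium – HEPES-based buffer, pH 7.5 · Reagent – human ARF1(Δ1-17)-GTP substrate · Dosing – 16.5 µM single point, 1.26% DMSO · Schedule – GTP hydrolysis reaction 2 h at 25 °C · Technique – GDP detection by fluorescence polarization · Benchmarks – No-Arfgap1 wells (100%) versus DMSO full-reaction wells (0%) · Repeats – single replicate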
NPR2 activator: GC-B (human) receptor activation; P20594; HEK293-GC-B cells, CNP EC30, cGMP TR-FRET; 0% at EC30 CNP, 100% saturating CNP; activation, % at 10 µM; 370,000 tested, 0.11% active; AID 1920062;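 active = activation at 10 µM reaching about 35% in either raw or pattern-adjusted values, limit read from the data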
GAA850 FXN act: activators of GAA850 frataxin (FXN) promoter; AID 540364; HEK293 lucGAA850 FXN promoter luciferase reporter, 24 h; percent of 10 µM SAHA response; activation, % at 6 µM; 360,000 tested, 0.56% active;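 active = activation above the average of all compounds screened plus 3 SD, cutoff fixed separately per campaign, cut at about 7.5% in these data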;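 also: 0% = DMSO wells and 100% = 10 µM SAHA wells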
proKLK7 act: proKLK7 (human) activation, primary screen. AID 652039. P49862. 370,000 tested, 0.9% active. purified proKLK7, EDANS-DABCYL substrate fluorescence; 100% is mature enzyme control, 0% vehicle. activation, % at 7 µM;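 active = activation above the mean of all tested compounds plus 3 SD, computed per campaign excluding outliers beyond control limits, cut at about 13% in these data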
ASAP1 GAP inh: ASAP1 ArfGAP inhibition; Q9ULH1; ASAP1-stimulated ARF1 GTP hydrolysis, GDP FP detection; inhibition, % at 16.5 µM; 360,000 tested, 0.19% active; in the data active = inhibition above about 25%;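 also: 0% = vehicle with enzyme and substrate and 100% = no enzyme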
Active calls of the source: *; . = not tested or not shown. Not a hit list. About 4.5% of those tested had a hit in this group.

SMILES	NPR1 activator	Tn6 DDE FP	rCAG RNA binder	ADAM10 inh	HGIII-sPLA2 inh	ARFGAP1 inhibitor	NPR2 activator	GAA850 FXN act	proKLK7 act	ASAP1 GAP inh
CCOc1ccc(OCCOCCn2ccnc2)cc1	1	-5	3	2	2	-1	-4	1.2	-0.6	2
Cc1ccc(C(=O)NCC(=O)Nc2ccc3c(c2)OCCO3)cc1	2	-3	0	4	-1	8	-4	0.2	0.5	11
COC(=O)/C(=C\c1ccc([N+](=O)[O-])o1)NC(=O)c1ccccc1	-1	-1	1	1	6	1	-2	1.7	0.0	8
COc1ccccc1NC(=O)N1CCCC1	10	7	2	-4	7	4	6	-2.0	0.5	5
COc1ccc(CNC(=O)CCCn2c(SCC#N)nc3cc4c(cc3c2=O)OCO4)cc1	-2	-3	1	1	-2	5	-8	-2.8	-0.1	17
COc1ccc(CNCCC(c2ccc(OC(C)C)cc2)C(C)C)cc1OC (configuration not stated)	-19	2	3	-9	1	-3	-18	-0.3	0.3	-7
Cc1ccc(NC(=O)Cc2nnc(SCC(=O)Nc3ccccc3)n2C)cc1	-1	3	4	2	-3	-3	2	0.4	0.4	-10
COc1cccc2cc(CC(=O)c3cc(C)ccc3C)c(=O)oc12	-6	3	9	-5	-46	5	-4	-0.3	0.7	-7
Cc1nc2sccc2c(=O)n1N	-3	-10	-2	2	6	5	2	1.4	-0.5	-6
COc1ccc(C)cc1NC(=O)C1CCN(C(=O)c2ccc(C(C)(C)C)cc2)CC1	-5	1	-3	12	-14	-9	2	0.5	0.2	-1
COc1ccc(COC(=O)N/N=C/c2cccs2)cc1	0	-4	0	8	3	7	-1	2.8	0.7	5
S=C(NCC1CCCO1)Nc1ccc(Nc2ccccc2)cc1 (configuration not stated)	2	-3	-2	2	5	-1	3	0.0	0.1	2
CC(=O)Nc1nc2c(s1)CCc1ccccc1-2	7	3	1	8	5	3	6	1.5	0.6	4
O=C1NC(=S)N/C1=C/C=C/c1ccccc1	0	0	5	-9	1	-19	-3	2.1	0.1	-20
CCN(CC)S(=O)(=O)c1ccc(N2CCOCC2)c(NC(=O)CC23CC4CC(CC(Br)(C4)C2)C3)c1	1	0	4	-11	-1	5	4	2.6	0.1	2
C#CCNC(=O)C1=C[C@H](c2csc3ccccc23)[C@@H](CCCO)[C@H](OCC)O1	-12	1	7	-8	4	14	-6	0.3	0.4	0
CN(CCCC(=O)Nc1ccccc1F)S(=O)(=O)c1ccc(F)cc1	-1	0	0	-4	1	-7	1	3.0	0.7	13
COc1cc2cc(C(=O)O)n(C)c2c(OC)c1OC	2	5	1	-78	2	15	4	4.5	0.5	14
CCCCCCSc1ccc(-c2nc3ccc(C)cn3c2NCc2ccccc2)cc1OC	4	0	6	-169	-7	5	5	2.9	-11	-6
CCOC(=O)CSc1nc2cc(S(=O)(=O)N3CCOCC3)ccc2n1CC	0	-2	-6	-4	-1	2	3	-0.3	0.8	-2
COc1ccccc1C(=O)Nc1ccc(S(=O)(=O)Nc2cc(C)nc(C)n2)cc1	-2	-4	10	-6	-7	5	-2	-0.1	-0.4	-1
CC1(C)CC(=O)C(N=Nc2cccc([N+](=O)[O-])c2)=C(O)C1	4	-2	-3	0	4	4	5	0.2	-0.1	-7
CSC1=C(C#N)C(C)C2=C(CC(C)(C)CC2=O)N1 (configuration not stated)	-2	-1	-4	-24	7	-2	4	-1.9	1.7	-15
CC1(C)SC(=Nc2ccccc2)N(S(=O)(=O)c2ccccc2)C1=O	-1	7	0	-4	0	15	1	-0.1	-0.8	-3
COCc1cc(C)nc(N/N=C/c2ccc(Cl)c(Cl)c2)c1C#N	-1	-1	0	3	3	6	-5	2.3	0.4	9

Entries of single compounds as entered above. Values in the order: NPR1 activator | Tn6 DDE FP | rCAG RNA binder | ADAM10 inh | HGIII-sPLA2 inh | ARFGAP1 inhibitor | NPR2 activator | GAA850 FXN act | proKLK7 act | ASAP1 GAP inh
CN(CCCC(=O)Nc1ccccc1F)S(=O)(=O)c1ccc(F)cc1 is entered as -1 | 0 | 0 | -4 | 1 | -7 | 1 | 3.0 | 0.7 | 13
CCOc1ccc(OCCOCCn2ccnc2)cc1 is entered as 1 | -5 | 3 | 2 | 2 | -1 | -4 | 1.2 | -0.6 | 2

Some of the entries so far, with two lines to a compound.
Each structure is followed by: NPR1 activator | Tn6 DDE FP | rCAG RNA binder | ADAM10 inh | HGIII-sPLA2 inh | ARFGAP1 inhibitor | NPR2 activator | GAA850 FXN act | proKLK7 act | ASAP1 GAP inh
- CCOc1ccc(OCCOCCn2ccnc2)cc1
→ 1 | -5 | 3 | 2 | 2 | -1 | -4 | 1.2 | -0.6 | 2
- Cc1ccc(C(=O)NCC(=O)Nc2ccc3c(c2)OCCO3)cc1
→ 2 | -3 | 0 | 4 | -1 | 8 | -4 | 0.2 | 0.5 | 11
- COC(=O)/C(=C\c1ccc([N+](=O)[O-])o1)NC(=O)c1ccccc1
→ -1 | -1 | 1 | 1 | 6 | 1 | -2 | 1.7 | 0.0 | 8
- COc1ccccc1NC(=O)N1CCCC1
→ 10 | 7 | 2 | -4 | 7 | 4 | 6 | -2.0 | 0.5 | 5
- COc1ccc(CNC(=O)CCCn2c(SCC#N)nc3cc4c(cc3c2=O)OCO4)cc1
→ -2 | -3 | 1 | 1 | -2 | 5 | -8 | -2.8 | -0.1 | 17
- COc1ccc(CNCCC(c2ccc(OC(C)C)cc2)C(C)C)cc1OC (configuration not stated)
→ -19 | 2 | 3 | -9 | 1 | -3 | -18 | -0.3 | 0.3 | -7
- Cc1ccc(NC(=O)Cc2nnc(SCC(=O)Nc3ccccc3)n2C)cc1
→ -1 | 3 | 4 | 2 | -3 | -3 | 2 | 0.4 | 0.4 | -10
- COc1cccc2cc(CC(=O)c3cc(C)ccc3C)c(=O)oc12
→ -6 | 3 | 9 | -5 | -46 | 5 | -4 | -0.3 | 0.7 | -7
- Cc1nc2sccc2c(=O)n1N
→ -3 | -10 | -2 | 2 | 6 | 5 | 2 | 1.4 | -0.5 | -6
- COc1ccc(C)cc1NC(=O)C1CCN(C(=O)c2ccc(C(C)(C)C)cc2)CC1
→ -5 | 1 | -3 | 12 | -14 | -9 | 2 | 0.5 | 0.2 | -1
- COc1ccc(COC(=O)N/N=C/c2cccs2)cc1
→ 0 | -4 | 0 | 8 | 3 | 7 | -1 | 2.8 | 0.7 | 5
- S=C(NCC1CCCO1)Nc1ccc(Nc2ccccc2)cc1 (configuration not stated)
→ 2 | -3 | -2 | 2 | 5 | -1 | 3 | 0.0 | 0.1 | 2

Continuation:
SMILES	NPR1 activator	Tn6 DDE FP	rCAG RNA binder	ADAM10 inh	HGIII-sPLA2 inh	ARFGAP1 inhibitor	NPR2 activator	GAA850 FXN act	proKLK7 act	ASAP1 GAP inh
Nc1nnc(Sc2ncccc2[N+](=O)[O-])s1	-9	-6	1	4	-1	2	-1	0.3	0.1	0
COc1ccc(Nc2nc3[nH]c(=O)cc(O)c3s2)cc1	-1	-2	15	-9	6	9	-3	1.2	-0.1	4
O=C(Nc1ccc(-c2cn3ccsc3n2)cc1)C1CC1	-3	0	7	-8	2	0	-5	0.8	-1.0	18
COC(=O)[C@H](Cc1ccccc1)N1CC=CS1(=O)=O	2	-3	1	-14	3	11	3	.	-0.1	12
O=C(NN=Cc1cc([N+](=O)[O-])ccc1O)c1cccc2ccccc12	-4	-6	6	-6	5	-3	-8	-6.9	0.1	2
O=C(CC(=O)c1ccccc1)c1ccccc1	2	8	0	-11	2	11	-1	4.0	0.1	-2
O=C(NCc1ccncc1)c1ccc(NS(=O)(=O)c2ccccc2)cc1	5	3	3	5	6	0	-2	0.6	-0.1	7
CCc1cc2c(=O)c(-c3nc4ccccc4[nH]3)coc2cc1OC(=O)N1CCOCC1	14	-6	2	-8	-4	2	12	-2.1	-0.8	-3
COc1ccc(-c2c(-c3ccc(OC)c(F)c3)c3ccccc3n2C)cc1	-2	3	6	-22	7	1	0	2.1	-51	-6
C=CCN1[C@@H](C)COc2cccc(F)c2S1(=O)=O	3	2	0	-2	1	.	-2	.	0.5	.
CCN(CC)CCCN=C(C)C1=C(O)c2ccccc2C1=O	1	6	-3	-9	9	3	5	1.8	-0.5	-7
Clc1ccc(C2=CSC3=NCCN23)c(Cl)c1	3	-1	0	-3	-9	0	-7	0.0	-0.7	-15
CCOC(=O)c1cnc2c(C#N)cnn2c1N	5	0	0	-13	4	-2	-7	0.9	1.0	5
COc1ccccc1-n1ccnc1SCC(=O)NCC1CCCO1 (configuration not stated)	2	-2	-2	-6	3	-10	0	-0.1	-0.1	-6
Cc1ccc(NC(=O)CN(C)C(=O)CCOc2ccccc2C)cc1	-2	-4	-3	-11	9	6	13	0.6	-0.9	6
O=[N+]([O-])c1ccc(N2CCN(c3ccccn3)CC2)c(Cl)c1	1	-11	-2	1	2	-8	-4	1.6	0.3	9
O=C(O)CCCCCn1c(SCc2cc(=O)n3cc(Cl)ccc3n2)nc2ccsc2c1=O	6	-4	0	-14	8	-8	2	2.8	2.6	3
COc1ccc(-c2ccc(C(=O)Nc3cccc(C(C)=O)c3)c3occc23)c(C)c1	-6	-6	9	15	-16	4	1	-1.4	-0.2	10
CC1Cc2cc(S(=O)(=O)N3CCC(C(=O)N(C)Cc4ccccc4)CC3)ccc2N1C(=O)C1CC1 (configuration not stated)	-4	3	0	1	-17	7	-5	0.5	0.1	-8
COc1ccc2c(=O)c3c(=O)n(CCc4ccccc4)c(C)nc3oc2c1	1	3	2	0	-2	11	0	0.1	-0.3	4
c1ccc(-c2nc(NC3CC3)nc(-n3ccnc3)n2)cc1	-28	-2	5	-10	4	-3	-19	2.4	0.1	-17
CC(C)(C)NC(=O)[C@@H](c1cccnc1)N(C(=O)c1ccco1)c1ccc(C(C)(C)C)cc1	-2	2	.	-8	1	.	-3	.	.	.
Cc1ccc([N+](=O)[O-])cc1N(CC(=O)NCC1CCCO1)S(C)(=O)=O (configuration not stated)	3	-11	-3	-10	3	13	3	-3.4	0.4	0
